SENP1 FRET inh: blocks the human SENP1 SUMO protease catalytic domain; actives 0.21% (n = 360,000); Q9P0U3; inhibition, % at 10 µM; recombinant SENP1 catalytic domain, CyPet-SUMO1-YPet FRET cleavage;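 active means inhibition at least 30% at 10 µM, raw YFP signal under a set limit, fluorescence ratio 0.5 to 1.5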;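 further: 0% = enzyme with DMSO and 100% = no enzyme wells; some results filed as inactive read as strong as hits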
Target sequence (Q9P0U3 419-644 limits assumed): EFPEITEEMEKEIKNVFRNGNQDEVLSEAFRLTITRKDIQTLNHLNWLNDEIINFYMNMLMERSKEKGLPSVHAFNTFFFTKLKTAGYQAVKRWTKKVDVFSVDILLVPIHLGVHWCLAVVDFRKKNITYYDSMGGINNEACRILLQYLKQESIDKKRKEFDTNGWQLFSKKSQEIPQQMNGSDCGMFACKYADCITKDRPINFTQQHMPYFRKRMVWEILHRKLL
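Assay system: hSENP1 catalytic domain, recombinant. Amount: SENP1 enzyme, 20 pM final. Schedule: 50 min reaction, RT, dark. Technique: FRET, CFP and YFP emission. Control set: no-enzyme wells low, DMSO-plus-enzyme wells high control.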
SENP7 inh: inhibitors of human SENP7 protease; AID 434973; Q9BQF6; inhibition, % at 5 µM; recombinant SENP7, Z-RLRGG-aminoluciferin luminescence, 40 min; actives 1.5% (n = 330,000);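 active means inhibition above about 50% at the single test dose, limit read from the data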;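 further: plate controls were DMSO with enzyme for no effect and no enzyme buffer wells for full effect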
UBC13 inh: blocks human UBC13 polyubiquitin chain formation; P61088; TR-FRET; inhibition, % at 20 µM; actives 0.47% (n = 330,000); AID 485273; in the data active means inhibition above about 45%, passing the limit was not always enough
Target sequence (P61088 whole entry, looked up): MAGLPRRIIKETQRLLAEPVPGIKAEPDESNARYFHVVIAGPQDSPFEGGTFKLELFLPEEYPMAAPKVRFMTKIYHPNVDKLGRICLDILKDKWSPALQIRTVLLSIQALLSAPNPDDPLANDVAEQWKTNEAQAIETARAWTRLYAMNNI
Apaf1 inhib: human Apaf-1 inhibition; O14727; reconstituted apoptosome caspase-3 activity, DEVD-Rh110 fluorescence; inhibition, % at 20 µM; actives 0.71% (n = 330,000); AID 489030; active means inhibition of at least 40% at 20 µM;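 further: plate controls were DMSO wells for no effect and DEVD-CHO caspase inhibitor wells for full effect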
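Material: cell-free apoptosome with Apaf-1, procaspase-3 and caspase-9; Buffer or medium: Hepes pH 7.5 with detergent and BSA; Reagent: cytochrome c trigger plus (Z-DEVD)2-Rh110 caspase-3 substrate; Times: compound with Apaf-1, dATP, procaspase-3 30 min, then 50 min reaction, room temperature; Technique: Rh110 fluorescence intensity.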
SENP8 block-1: SENP8 (human) protease inhibition | AID 602440 | recombinant SENP8, Nedd8 substrate fluorescence | inhibition, % at 20 µM | actives 0.64% (n = 360,000); in the data active means inhibition mostly above about 40%, no sharp cut-off; inactive means mostly below about 27%
Target sequence (Q96LD8 whole entry, looked up): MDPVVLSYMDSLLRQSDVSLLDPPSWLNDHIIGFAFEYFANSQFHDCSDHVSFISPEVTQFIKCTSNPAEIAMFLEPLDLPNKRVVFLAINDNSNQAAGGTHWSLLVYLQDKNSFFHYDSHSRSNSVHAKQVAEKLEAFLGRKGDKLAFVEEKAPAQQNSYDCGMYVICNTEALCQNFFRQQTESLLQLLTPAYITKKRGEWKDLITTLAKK
A3G deaminase: inhibitors of human APOBEC3G DNA deaminase. inhibition, % at 20 µM. recombinant A3G, ssDNA deamination FAM/TAMRA fluorescence. actives 0.28% (n = 330,000);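 active means inhibition of at least 40% at 20 µM, with no more than 30% in the related APOBEC3A deaminase screen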;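 further: plate controls were DMSO wells with A3G for no effect and wells lacking A3G enzyme for full effect; some compounds called inactive have numbers as strong as hits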
Target sequence (Q9HC16 whole entry, looked up): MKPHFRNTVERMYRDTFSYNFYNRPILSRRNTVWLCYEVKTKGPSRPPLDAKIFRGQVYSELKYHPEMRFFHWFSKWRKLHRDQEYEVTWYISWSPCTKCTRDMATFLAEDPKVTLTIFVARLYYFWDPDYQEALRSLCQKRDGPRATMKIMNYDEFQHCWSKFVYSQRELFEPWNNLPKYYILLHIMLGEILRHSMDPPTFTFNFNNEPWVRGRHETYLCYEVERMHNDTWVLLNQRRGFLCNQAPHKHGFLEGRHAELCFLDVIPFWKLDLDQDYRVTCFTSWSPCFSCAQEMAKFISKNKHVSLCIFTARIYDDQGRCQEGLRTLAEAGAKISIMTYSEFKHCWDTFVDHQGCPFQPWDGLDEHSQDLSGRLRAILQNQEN
SENP6 block: inhibitors of human SENP6 protease. Q9GZR1. Recombinant SENP6 catalytic domain, aminoluciferin luminescence. inhibition, % at 10 µM. actives 1.8% (n = 330,000);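 active means inhibition above about 50% at the single tested dose, limit read from the data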;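 further: plate controls were DMSO wells with enzyme for no effect and DMSO wells lacking enzyme for full effect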
SENP8 block-2: inhibitors of human SENP8 protease. Q96LD8. purified SENP8, Z-RLRGG-aminoluciferin cleavage, luminescence. inhibition, % at 10 µM. actives 1.2% (n = 330,000). AID 2540; in the data active means inhibition above about 50%
The depositor's hits bear a star; i = inactive; x = no result given. Outcome played no part in choosing rows; any-hit rate near 3.6%.

SMILES | SENP1 FRET inh | SENP7 inh | UBC13 inh | Apaf1 inhib | SENP8 block-1 | A3G deaminase | SENP6 block | SENP8 block-2
COC(=O)c1[nH]c2ccc(Cl)cc2c1NC(=O)CCN1CCN(C2CCCCC2)CC1 | 0 | -2 | 4 | 10 | -234 | -3 | 7 | -4
C#CCNC(=O)C1=C[C@@H](C2CCCCC2)[C@H](CCCO)[C@@H](OCC)O1 | -1 | -5 | 4 | 3 | 12 | -2 | -17 | 7
Nc1ccccc1C(=O)NNC(=O)C(=O)/C=C(\O)c1ccccc1 | 1 | 2 | 0 | 2 | -172 | 0 | -7 | -2
CCOC(=O)Cc1csc(NC(=O)CSc2nc(=O)[nH]c3c2CCCC3)n1 | 2 | 13 | 0 | 4 | 12 | -8 | -7 | -13
NC(=O)COC(=O)CCCc1c[nH]c2ccccc12 | 0 | 2 | 3 | -2 | 6 | -2 | -1 | 2
COc1cc(/C=N/NC(=S)NCc2ccco2)cc(OC)c1OC | 0 | -11 | -6 | 9 | 17 | -7 | -5 | -5
C=CCn1c(CNC(=O)CCC)nc2ccccc21 | 1 | 3 | 7 | 2 | 13 | 2 | -35 | -131
CC1=NN(c2ccccc2)C(=O)C1N=Nc1cccc(O)c1 (stereo unspecified) | 1 | -4 | -40 | 2 | 27 | -5 | 5 | 4
CCCCNC(=O)c1cc(C)nc2ccccc12 | 1 | -1 | -11 | -7 | 15 | 0 | -9 | -4
O=C(Nc1ccccc1F)N(Cc1ccc(F)cc1)Cc1nc2ccccc2c(=O)[nH]1 | 3 | 4 | 7 | 16 | 4 | -7 | -7 | 2
CCc1ccccc1Nc1nc(N)nc(COC(=O)c2c(C)noc2C)n1 | 1 | -1 | -3 | -5 | 12 | 1 | 4 | 4
O=C(NC1CCCCC1)C1CC(=O)N(c2ccc(Cl)cc2)C1 (stereo unspecified) | 0 | -1 | 7 | -4 | 12 | -5 | 8 | -6
CN(CCOc1ccc(Br)cc1)CC(O)c1ccccc1 (stereo unspecified) | 1 | -10 | -8 | 8 | 21 | 4 | -3 | -2
O=C(CNC(=O)c1cccc(Br)c1)NCCc1nc2ccccc2[nH]1 | 1 | -5 | 0 | -17 | 10 | -8 | 1 | -7
Cc1noc(C)c1COC(=O)c1csc2c1CCC(C)C2 (stereo unspecified) | 1 | 1 | 12 | 10 | 14 | -7 | -4 | -8
Cc1ccc(C(=O)NC(=S)Nc2ccccc2C(F)(F)F)c(C)c1 | 2 | -2 | -12 | 15 | 22 | 0 | -1 | -6
Cc1cc(C)cc(NC(=O)CS(=O)(=O)c2ccccc2)c1 | 1 | 3 | 0 | 1 | 13 | -6 | 5 | -3
Cc1ccsc1/C=N/NC(=O)c1ccc2ccccc2c1 | 1 | 42 | -9 | 7 | -32 | -4 | 22 | -4
CC(C)CC(NC(=O)COc1ccccc1)C(=O)O (stereo unspecified) | 0 | -2 | 1 | -14 | 17 | -7 | -7 | 0
COC(=O)c1ccc(COC(=O)c2c(C)nn(Cc3ccccc3Cl)c2Cl)o1 | 0 | 0 | 8 | 14 | 2 | 2 | -3 | -3
Cn1c(N)c(C(=O)COC(=O)c2cncc(Br)c2)c(=O)n(C)c1=O | -8 | 6 | 2 | -5 | -17 | -4 | -7 | 2
CCOC(=O)C1CCN(Cc2cnc(NC(=O)OC)s2)CC1 | 0 | 6 | 11 | -5 | 15 | -6 | -13 | 8
CN1CCN(C(=S)NC(=O)/C=C/c2ccccc2Cl)CC1 | -2 | 1 | 3 | -2 | 2 | -7 | 3 | 4
CC(=O)c1ccc(N2CCN(C(=O)Nc3ccc(F)cc3F)CC2)cc1 | 3 | -9 | 4 | -7 | -106 | -5 | -15 | -3
COc1ccc(-c2c[n+]3c(n2-c2c(C)n(C)n(-c4ccccc4)c2=O)CCCCC3)cc1 | 1 | 3 | 7 | 1 | 7 | -5 | 0 | -4
COc1ccc(-c2nn(C)c3sc(C(=O)NCc4ccco4)cc23)cc1OC | 1 | -6 | 42 | 2 | i | -8 | -14 | -9
CCCCNC(=O)C(=O)N/N=C/c1ccc(C(=O)OC)cc1 | 5 | 3 | -3 | -23 | 10 | -5 | -8 | -6
Fc1ccc(NCc2ccccc2F)cc1Cl | 1 | 6 | -6 | 6 | 11 | -5 | 14 | -1
CCn1c(C)c(/C=N/Nc2nc3ccccc3s2)c2ccccc21 | -16 | -4 | 2 | -13 | -140 | -1 | -6 | 6
CC(=O)c1cnc2c(-c3ccc(Cl)cc3)c(C)nn2c1C | 1 | 0 | 6 | 10 | 10 | -3 | 11 | -6

An excerpt from above, reduced to A3G deaminase and SENP8 block-1:
smiles,A3G deaminase,SENP8 block-1
O=C(NC1CCCCC1)C1CC(=O)N(c2ccc(Cl)cc2)C1 (stereo unspecified),-5,12
CN(CCOc1ccc(Br)cc1)CC(O)c1ccccc1 (stereo unspecified),4,21
O=C(CNC(=O)c1cccc(Br)c1)NCCc1nc2ccccc2[nH]1,-8,10

Continuation:
SMILES | SENP1 FRET inh | SENP7 inh | UBC13 inh | Apaf1 inhib | SENP8 block-1 | A3G deaminase | SENP6 block | SENP8 block-2
CC(C)(C)n1nnnc1C(c1cccs1)N1CCN(Cc2ccc3c(c2)OCO3)CC1 (stereo unspecified) | 3 | -1 | 9 | 1 | 11 | -6 | 0 | -1
CCOC(=O)CSc1nc2ccccc2c(=O)n1CCC(=O)NCCc1ccc(OC)c(OC)c1 | 2 | 4 | -6 | 9 | 6 | -3 | -7 | 6
Oc1ccc(/C=N/Nc2ncnc3c2ncn3Cc2ccccc2)cc1O | -15 | 4 | -16 | -1 | -224 | 4 | 19 | -3
CCOc1ccc(-c2noc(CCC(N)=O)n2)cc1OCC | 4 | 5 | 8 | 3 | 10 | -4 | 15 | -3
Cc1ccc(S(=O)(=O)N2CCCCC2)cc1NC(=O)Cn1c(=O)cnc2ccccc21 | -3 | 4 | -1 | -9 | -120 | -5 | -7 | -2
Nc1nonc1-n1nnc(C(=O)N/N=C/c2ccc3c(c2)OCO3)c1CSc1ccccc1 | 3 | 8 | -10 | 7 | -96 | -4 | -20 | -10
O=C(CC1SC2=NCCN2C1=O)Nc1ccccc1 (stereo unspecified) | 3 | 10 | -2 | 1 | 14 | -1 | -7 | 0
Cc1cc(C#N)c(SCC(N)=O)nc1-c1ccc(F)cc1 | -5 | -5 | -8 | 2 | -62 | -15 | -2 | -4
COc1cc([N+](=O)[O-])c2ncsc2c1 | 0 | 2 | 4 | -59 | 14 | -3 | -8 | 7
CC(C)(C)CC(C)(C)NC(=S)NC1CCN(Cc2ccccc2)CC1 | 1 | 0 | 25 | 3 | 15 | -9 | -10 | -10
CCc1ccc2c(c1)cc(C)c1nnc(SCC(=O)Nc3cc(OC)c(OC)cc3C(=O)O)n12 | 1 | -7 | -4 | -4 | -27 | -2 | 1 | 8
O=C(NCC1CCCO1)/C(=C\c1cccs1)NC(=O)c1ccccc1 (stereo unspecified) | 3 | 4 | 0 | -18 | 8 | -4 | 7 | 9
Cc1ccc(S(=O)(=O)NCC(=O)N/N=C/c2ccccc2O)cc1 | -17 | -1 | 17 | 3 | -256 | -10 | 3 | -1
CCN(CC)C(=O)[C@H]1C[C@H](CC(=O)NCc2ccco2)C(=O)N2CCc3c([nH]c4cc(-c5ccco5)ccc34)[C@]12C | -12 | -4 | x | 36 | -377 | -2 | x | x
O=C(CSc1ccccc1)Nc1ccc(S(=O)(=O)Nc2ncccn2)cc1 | 0 | 1 | 1 | -7 | 6 | -5 | -14 | 12

3 compounds out of the list, arranged by molar mass, high to low.
SMILES | SENP1 FRET inh | SENP7 inh | UBC13 inh | Apaf1 inhib | SENP8 block-1 | A3G deaminase | SENP6 block | SENP8 block-2
CCN(CC)C(=O)[C@H]1C[C@H](CC(=O)NCc2ccco2)C(=O)N2CCc3c([nH]c4cc(-c5ccco5)ccc34)[C@]12C | -12 | -4 | x | 36 | -377 | -2 | x | x
CCc1ccc2c(c1)cc(C)c1nnc(SCC(=O)Nc3cc(OC)c(OC)cc3C(=O)O)n12 | 1 | -7 | -4 | -4 | -27 | -2 | 1 | 8
Oc1ccc(/C=N/Nc2ncnc3c2ncn3Cc2ccccc2)cc1O | -15 | 4 | -16 | -1 | -224 | 4 | 19 | -3

Further entries
SMILES | SENP1 FRET inh | SENP7 inh | UBC13 inh | Apaf1 inhib | SENP8 block-1 | A3G deaminase | SENP6 block | SENP8 block-2
Cc1cccc(C)c1NC(=O)CN(C)C(=O)c1ccccc1OCc1ccc(F)cc1 | 2 | -2 | 5 | 0 | 12 | -7 | 0 | 3
CCCCN(CC)C(=O)Cn1ncc2c1-c1cc(C)ccc1OC2 | 3 | -5 | 1 | -9 | -3 | -3 | 2 | -2
Cc1cccc(C(=O)N[C@H](C(=O)Nc2nc3ccc(S(C)(=O)=O)cc3s2)C(C)C)c1 | 2 | 2 | 15 | -5 | 9 | -4 | 24 | 19
C[C@@H]1CN(C2CCN(Cc3nc(C(c4ccccc4)c4ccccc4)no3)CC2)C[C@H](C)O1 | -7 | -9 | -2 | 7 | 3 | -6 | 7 | -8
C[C@@]12C(=O)N(CC3CCCO3)CC(=O)N1[C@H]1c3cc(Cl)ccc3OC[C@@H]1[C@@H]2c1ccccc1 (stereo partly specified) | 2 | 0 | 9 | 23 | 6 | -3 | 11 | 3
CC(=O)C1=C(O)C(=O)N(Cc2ccccc2)C1c1ccc(Br)cc1 (stereo unspecified) | 1 | 1 | -7 | -2 | 12 | -7 | 10 | 9
O=C(CNC(=O)c1ccccc1)NCC(O)c1ccc([N+](=O)[O-])cc1 (stereo unspecified) | 1 | -4 | 1 | 2 | 10 | -5 | 19 | 6
Cc1ccc2c(c1)C1OCCC1C1N2C(=O)C2C(C(=O)O)C3C=CC21O3 (stereo unspecified) | 1 | -12 | -6 | 12 | -10 | 4 | -47 | -10
CSc1sc(C)cc1/C=N/O | 2 | 6 | -5 | 14 | 12 | 2 | 16 | 3
COc1ccc(S(=O)(=O)NC(C)C(=O)N2CCCC2)cc1C (stereo unspecified) | 2 | -1 | 6 | 4 | 5 | -1 | -15 | 12
CCCCn1c2ccccc2c2nnc(SCCN3CCCCC3)nc21 | 1 | -4 | -3 | 11 | 16 | -9 | -4 | -6
CCCCCC(=O)NC(Cc1ccc(OC)c([N+](=O)[O-])c1)C(=O)O (stereo unspecified) | 1 | -4 | 0 | 5 | 6 | 2 | 2 | -6
CCCCOC(=O)n1c(SCC(=O)N(CC)CC)nc2ccccc21 | 2 | 0 | 12 | 15 | 6 | -8 | 5 | 10
CCOC(=O)CSc1nnc(NC(=O)c2cccc([N+](=O)[O-])c2C)s1 | 0 | -3 | 4 | -1 | 17 | -7 | 0 | -11
CCOC(=O)c1c(C)oc2c1c(C(c1ccncc1)N1CCOCC1)c(O)c1ccccc12 (stereo unspecified) | x | 23 | -2 | 15 | x | -3 | 5 | 4
CCCOc1ccc(-c2c(C(=O)N/N=C(\C)c3cccnc3)nnn2-c2nonc2N)cc1 | 3 | -14 | -23 | 9 | 3 | -2 | -11 | 1
CC[n+]1c(/C=C/c2c[nH]c3ccccc23)ccc2cc(C)ccc21 | x | 1 | i | 22 | x | -99 | -9 | 6
C[C@]12c3[nH]c4cc(-c5ccco5)ccc4c3CCN1C(=O)[C@@H](CC(=O)NCCC1=CCCCC1)C[C@@H]2C(=O)N1CCOCC1 | -20 | -7 | x | 31 | -361 | 2 | x | x
O=C(Nc1nnc(C2=COCCO2)o1)c1ccc([N+](=O)[O-])s1 | -2 | 14 | -23 | 0 | 26 | -7 | 0 | 2
Cn1nccc1NC(=O)NC(=O)c1c(Cl)cccc1Cl | 1 | -1 | 4 | -24 | 6 | -4 | 1 | 9
CC(C)Oc1ccc(C(=O)NC(=S)N2CCOCC2)cc1 | 0 | 4 | 5 | 8 | 36 | -2 | -15 | -5
CNC(=O)c1c(NC(=O)c2cccc(N3C(=O)CCC3=O)c2)sc2c1CCCC2 | -6 | 7 | 30 | 6 | -161 | -1 | -15 | 0
O=C(Cc1cccs1)Nc1ccc2c(c1)C(=O)OC2 | 1 | -3 | 8 | -6 | 4 | 3 | 3 | 1

Screening data from PubChem BioAssay.
